# GPR35 arrestin U2OS = inhibition of zaprinast-stimulated GPR35 beta-arrestin translocation – imaging, U2OS, beta-arrestin-GFP, zaprinast agonist, primary screen (AID 2058); 290,000 tested, 0.052% active; inhibition, % at 10 µM, or IC50 in µM where a hit was titrated; U2OS GPR35 beta-arrestin-GFP translocation imaging, zaprinast antagonism; higher % means a stronger effect;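 active = inhibition of at least 50% with at least 30 cells and total cytoplasm GFP at most 10,000,000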
# GPR55 antagonists = inhibition of LPI-stimulated GPR55 beta-arrestin translocation – imaging, U2OS, beta-arrestin-GFP, LPI agonist, primary screen (AID 2013) | U2OS GPR55 beta-arrestin-GFP translocation imaging, LPI antagonism; higher % means a stronger effect | inhibition, % at 10 µM; hits with a dose series show IC50 in µM | 290,000 tested, 0.13% active;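 active = spots per cell inhibited over 60%, with over 100 cells counted and total cytoplasm intensity under 500,000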;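 note: U2OS cells stably carrying GPR55 and arrestin-GFP stimulated by 5 µM LPI near EC80; imaged beta-arrestin-GFP aggregate spots per cell after agonist stimulation; plate controls were LPI-stimulated DMSO wells for no effect and DMSO wells without LPI for full effect; some results filed as inactive read as strong as hits; confirmed hits need IC50 under 10 µM and bright autofluorescent wells are also inconclusive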
# HIV peptide binding = cell-free HIV fusion peptide-binding blockers – biochemical, uHTS, fluorescence dequenching, primary screen (AID 1986) | cell-free peptide binding, fluorescence dequenching, 30 min; higher % means a stronger effect | one-dose inhibition, % at 20 µM; IC50 in µM for titrated hits | 290,000 tested, 0.3% active; in the data active = inhibition mostly above about 52%, no sharp cut-off; inactive = mostly below about 76%; note: some results filed as inactive read as strong as hits
# GPR55 beta-arrestin = selective activators of receptor GPR55 – imaging, U2OS cells, beta-arrestin-GFP redistribution, primary screen (AID 1961). one-dose activation, % at 10 µM; EC50 in µM for titrated hits. U2OS GPR55 beta-arrestin-GFP redistribution imaging; higher % means a stronger effect. 290,000 tested, 0.048% active;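 active = activation above 40% with more than 50 cells counted in the well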;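 note: U2OS osteosarcoma cells stably expressing GPR55 and beta-arrestin-GFP; plate controls were DMSO negative control for no effect and LPI positive control for full effect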
# KOR beta-arrestin-1 = KOR agonists, beta-arrestin recruitment, primary screen, cell-based, luminescence, uHTS (AID 1777); KOR beta-arrestin recruitment, luminescence; higher % means a stronger effect; one-dose activation, % at 10 µM; EC50 in µM for titrated hits; 280,000 tested, 0.02% active; in the data active = activation above about 50%, passing the limit was not always enough; note: a part of the inactive calls stands beside numbers as strong as those of hits
# West Nile virus CPE = inhibition of WNV-induced cytopathic effect – cell-based, CPE readout (AID 1621). West Nile virus-infected cells, CPE inhibition; higher % means a stronger effect. CPE inhibition, % at 10 µM, or IC50 in µM where a hit was titrated. 290,000 tested, 0.02% active; in the data active = a potency from the dose series; note: strong numbers were not always called active
# Dengue-2 NS5 capping = flavivirus cap methylation enzyme inhibition – biochemical, confirmation dose response, primary screen (AID 588689); Dengue-2 NS5 methyltransferase capping enzyme assay, biochemical; higher % means a stronger effect; inhibition, % at 25 µM; hits with a dose series show IC50 in µM; 340,000 tested, 0.3% active; in the data active = a potency from the dose series
# KOR beta-arrestin-2 = kappa opioid receptor blockers – cell-based, luminescence, uHTS (AID 1778); 290,000 tested, 0.091% active; KOR beta-arrestin recruitment, luminescence, antagonist mode; higher % means a stronger effect; inhibition, % at 10 µM, or IC50 in µM where a hit was titrated; in the data active = inhibition above about 50%; note: strong numbers were not always called active
# NOD1 NF-kB reporter = NOD1 signaling inhibitors, primary screen, cell-based, luminescence, uHTS (AID 1578); 290,000 tested, 1% active; inhibition, % at 4 µM; hits with a dose series show EC50 in µM; NOD1-driven NF-kB luciferase reporter cells, luminescence; higher % means a stronger effect; in the data active = inhibition mostly above about 36%, no sharp cut-off; inactive = mostly below about 34%;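 note: HEK-293T reporter cells stimulated with the NOD1 agonist gamma-tri-DAP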
# An asterisk follows results filed as active; . = no result given; [ ] = dose if it differs, or a comment. An excerpt (hit frequency here may not be typical).
SMILES,GPR35 arrestin U2OS,GPR55 antagonists,HIV peptide binding,GPR55 beta-arrestin,KOR beta-arrestin-1,West Nile virus CPE,Dengue-2 NS5 capping,KOR beta-arrestin-2,NOD1 NF-kB reporter
CC(Sc1ccccc1)C(=O)N1CCN(S(=O)(=O)c2ccc(Cl)cc2)CC1 (stereo unspecified),-13%,11%,-1.2%,0.0%,-6.4%,-0.8%,2%,-27%,-31%
COc1cc(OC)cc(C(=O)NCCc2cnc[nH]2)c1,-1%,-2%,1.5%,0.0%,-0.7%,-0.6%,-4%,-39%,-14%
CN1CCN(S(=O)(=O)c2cccc(C(=O)Nc3cccc(S(N)(=O)=O)c3)c2)CC1,-6%,-34%,-0.5%,-0.1%,4.6%,0.2%,-4%,-44%,-6%
N#Cc1cccc(NC(=O)CN2C(=O)NC(Cc3ccccc3)C2=O)c1 (stereo unspecified),4%,15%,-0.7%,0.9%,3.8%,-0.4%,-2%,4%,-7%
Cc1ccccc1N1C(S)=C(C#N)C(=O)NC1c1ccco1 (stereo unspecified),9%,-2%,22%,-0.2%,6.4%,0.4%,20%,-7%,-54%
CCN1CCN(S(=O)(=O)c2ccc3ccccc3c2)CC1,10%,-18%,0.2%,-0.1%,0.1%,-0.3%,-10%,24%,8%
CCN1CCCC1CNCC(O)COc1ccc(C(C)(C)C)cc1C (stereo unspecified),-10%,18%,1.8%,0.9%,-1.9%,-0.6%,-3%,0%,-24%
O=C(CN1CCC(N2CCCCC2)CC1)N1CCOCC1,0%,3%,2.7%,-0.2%,-3.5%,0.6%,.,-16%,-32%
O=C(N/N=C/c1ccc(OC(=O)c2cccs2)cc1)c1ccccn1,-6%,8%,3.4%,-0.1%,-2.8%,-0.3%,3%,-9%,-58%
O=C(COc1ccc(F)cc1)N/N=C/c1cccc2cccnc12,-12%,-17%,3.1%,-0.1%,3.2%,-0.5%,6%,-16%,2%
CC(=O)NCCOc1cccc(OCCNC(C)=O)c1,0%,2%,0.8%,24%,-17%,0.5%,0%,-26%,-7%
COCc1c(C(=O)OC/C(O)=C(\C#N)c2nc3ccccc3[nH]2)oc2ccccc12,-15%,11%,1.8%,0.2%,-1.9%,-1.1%,.,-79%[20 µM],-32%
CN1CCCC(OC(=O)c2ccc(Cl)cc2)C1 (stereo unspecified),-1%,-14%,-0.1%,0.3%,-1.2%,0.2%,-5%,-2%,8%
CCOC(=O)N1CCN(C(=O)/C(=C/c2cccc3ccccc23)NC(=O)c2ccc(OC)c(OC)c2)CC1,12%,-2%,0.0%,-0.3%,13%,-0.8%,-5%,-15%,-27%
C=CCNC(=O)C1CC=CCC1C(=O)O (stereo unspecified),-6%,2%,3.9%,-0.2%,1.6%,0.5%,-4%,40%,-23%
O=c1[nH]c(/C=C\c2ccc(O)c(Cl)c2)nc(O)c1[N+](=O)[O-],-8%,1%,9.1%,0.0%,-6.1%,-0.6%,9%,9%,1%
CCNC(=O)CC1C(=O)N(c2ccc(OC)cc2)C(=O)N1Cc1ccc(OC)cc1 (stereo unspecified),15%,6%,3.9%,-0.1%,4.8%,0.0%,-4%,-20%,-31%
CCn1nc(C(=O)Nc2nc3ccc(C)cc3s2)c2ccccc2c1=O,1%,-9%,-0.5%,0.0%,-3.5%,1.1%,-1%,4%,-108%
Fc1ccc(-c2nnc(CSc3nnc(-c4cccs4)o3)o2)cc1,-7%,0%,3.6%,-0.1%,0.9%,0.1%,3%,12%,-21%
COc1cc2c(cc1OC)CN(Cc1cc(=O)n3cc(C)ccc3n1)CC2,-3%,0%,0.6%,-0.2%,4.1%,-0.2%,0%,20%,-2%

# Profiles, quoted from the list. Values in the order: GPR35 arrestin U2OS | GPR55 antagonists | HIV peptide binding | GPR55 beta-arrestin | KOR beta-arrestin-1 | West Nile virus CPE | Dengue-2 NS5 capping | KOR beta-arrestin-2 | NOD1 NF-kB reporter
# COCc1c(C(=O)OC/C(O)=C(\C#N)c2nc3ccccc3[nH]2)oc2ccccc12 is entered as -15% | 11% | 1.8% | 0.2% | -1.9% | -1.1% | . | -79%[20 µM] | -32%
# CCNC(=O)CC1C(=O)N(c2ccc(OC)cc2)C(=O)N1Cc1ccc(OC)cc1 (stereo unspecified) is entered as 15% | 6% | 3.9% | -0.1% | 4.8% | 0.0% | -4% | -20% | -31%
# CC(=O)NCCOc1cccc(OCCNC(C)=O)c1 is entered as 0% | 2% | 0.8% | 24% | -17% | 0.5% | 0% | -26% | -7%

# (cont.)
SMILES,GPR35 arrestin U2OS,GPR55 antagonists,HIV peptide binding,GPR55 beta-arrestin,KOR beta-arrestin-1,West Nile virus CPE,Dengue-2 NS5 capping,KOR beta-arrestin-2,NOD1 NF-kB reporter
O=C(CSc1nccn1-c1ccccc1)N1CCc2ccccc21,-4%,18%,1.1%,-0.1%,-7.4%,-0.2%,4%,-26%,-35%
CCC(Sc1nncn1C)C(=O)Nc1cc(C)on1 (stereo unspecified),-1%,13%,-2.1%,1.7%,-3.1%,-0.4%,-2%,3%,-32%
CN1CC(=O)N(C)c2nc(Br)n(C)c2C1=O,4%,-32%,-1.7%,0.2%,2.2%,0.1%,1%,-10%,-12%
COc1ccc(N2CCN(Cc3nc4c(c(=O)n(C)c(=O)n4C)n3Cc3cccc(C)c3)CC2)cc1,-21%,1%,-1.7%,0.2%,-0.8%,.,0%,2%,6%
O=C(NC1CCCC1)C(c1ccccn1)N(C(=O)c1csnn1)C1CCCC1 (stereo unspecified),-1%,-1%,2.4%,-0.4%,1.8%,-1.5%,2%,10%,2%
O=C(CCC1CCN(Cc2ccccc2O)CC1)NC1CC1,-12%,3%,0.5%,-0.2%,-5.7%,0.3%,4%,7%[20 µM],14%
CC(C)(C)c1ccc(S(=O)(=O)C(C)(C)C)cc1,-9%,5%,2.0%,0.1%,-1.4%,0.9%,-1%,-29%,-26%
CC12Cc3ccc4ccccc4c3C=C1C[N+](C)(C)C2 (stereo unspecified),-3%,4%,39%,-0.1%,-7.5%,0.4%,-1%,10%,-15%
CCC(C)C1=CC(=Nc2c(C)n(C)n(-c3ccccc3)c2=O)C=C(C(C)CC)C1=O (stereo unspecified),9%,4%,8.1%,-0.5%,-8.0%,0.7%,4%,22%,-9%
COCCn1cnc2c1c(=O)n(CC(=O)OCC(=O)NCCCc1ccccc1)c(=O)n2Cc1ccccc1,3%,1%,-4.1%,0.4%,-2.1%,-1.1%,-8%,-13%,25%
CCN1CCN(c2nc3ccccn3c(=O)c2/C=C(\C#N)S(=O)(=O)c2ccccc2)CC1,-1%,6%,1.2%,0.6%,-2.1%,0.0%,-12%,8%,-8%
O=C(CNC(=O)Cc1ccccc1)NCC(=O)OCc1ccc(C(=O)c2ccccc2)cc1,-7%,3%,-1.8%,0.3%,3.9%,0.7%,-1%,-20%,-14%
O=C(Nc1ccc2[nH]ccc2c1)c1ccc(F)cc1,-1%,2%,-0.3%,-0.1%,2.1%,-0.4%,2%,31%,-6%
O=C(NCCNC(=O)c1cccs1)c1ccco1,11%,17%,-0.5%,-0.1%,12%,0.1%,-7%,-32%,-17%
Cc1c(/C=C/C(=O)c2cccs2)cnn1C,0%,4%,-1.3%,0.4%,0.5%,-0.2%,-6%,-22%,21%
COc1ccc(OC)c2[nH]c(=O)c(CCNC(=O)c3ccc4c(c3)OCO4)cc12,2%,10%,-1.0%,1.0%,-5.0%,-0.7%,-5%,-6%,-27%
CCCCNC(=O)CCC(=O)Nc1ncc(-c2ccc(C)cc2)n1C,24%,2%,-0.1%,-0.2%,-4.8%,-0.2%,-10%,-8%,4%
O=[N+]([O-])c1ccc2c(c1)nc1n2CCN(c2ccccc2)C1,1%,5%,-0.6%,-0.1%,.,0.8%,4%,.,2%
Nc1cccnc1S(=O)(=O)c1ccccc1,-8%,2%,-0.6%,-0.1%,-4.5%,0.4%,1%,11%,-2%
COc1cc(SC)ccc1C(=O)Nc1cc(C)c(OCC(=O)N2CCOCC2)c(C)c1,7%,1%,1.7%,0.2%,0.4%,0.2%,-7%,-4%,-15%
CCCNC(=O)CN(c1ccc(F)c(Cl)c1)S(C)(=O)=O,-1%,4%,-1.0%,0.7%,-1.7%,0.1%,-6%,6%,-28%
Cc1nc(-c2cccc3ccccc23)ccc1C(=O)O,-16%,3%,1.4%,-0.2%,1.1%,0.2%,3%,0%,-32%
CO/N=C(\C(=O)N[C@@H]1C(=O)N2C(C(=O)O)=C(COC(N)=O)CS[C@H]12)c1ccco1,30%,-6%,16%,-0.1%,2.1%,0.2%,4%,-2%,-17%
CC(Oc1cc2oc(=O)c3c(c2cc1Cl)CCCC3)C(=O)NCc1ccncc1 (stereo unspecified),7%,6%,-1.0%,-0.1%,-7.6%,-0.1%,1%,30%,-20%
O=C(NCC1CCCO1)/C(=C\c1ccco1)NC(=O)c1ccccc1 (stereo unspecified),2%,-6%,-1.9%,-0.1%,1.6%,0.1%,12%,-42%,.
CCOc1cc(/C=C(\C#N)C(N)=O)ccc1OS(=O)(=O)c1ccccc1,-15%,4%,5.7%,-0.2%,7.1%,0.0%,3%,-26%,-13%
CCNS(=O)(=O)c1c(C)cc(N2CCCC2=O)cc1C,2%,8%,-2.1%,-0.3%,-3.4%,0.1%,5%,22%,-6%
COc1ccc(C(=O)Nc2cccc(/C(C)=N\NC(=O)c3ccoc3C)c2)cc1OC,-8%,-14%,0.3%,0.0%,-1.1%,0.8%,1%,-37%,23%
CCOC(=O)c1c(N)nn(C(=O)CC)c1-c1ccccc1,-9%,-13%,-0.4%,0.2%,-2.2%,-0.1%,-10%,9%,-7%
CC(C)(C)n1nnnc1C(c1ccc(Cl)cc1)N(Cc1cccnc1)Cc1ccco1 (stereo unspecified),-20%,20%,1.0%,0.7%,-1.2%,1.4%,7%,10%,-5%
N#Cc1cc([N+](=O)[O-])ccc1NCCCn1ccnc1,26%,6%,-1.0%,-0.2%,-4.9%,-0.3%,5%,-80%,-23%
Cn1cc(/C=N\NC(=O)C2COc3ccccc3O2)c2ccccc21 (stereo unspecified),2%,8%,-2.9%,0.2%,-1.6%,-0.6%,.,-16%,-4%
CC(C)Oc1ccc(C(=O)N2CCCc3ccccc32)cc1,12%,0%,-0.5%,-0.2%,10%,-0.9%,-4%,-24%,-6%
COc1cccc(NC(=O)c2sc3ncn(CC(=O)N4CCN(c5ccccn5)CC4)c(=O)c3c2C)c1,-1%,24%,-0.1%,0.0%,2.0%,0.1%,3%,-13%,-22%
CC(C)(C)NC(=O)CN(C(=O)CCN1CCCc2ccccc21)C(C)(C)C,-6%,-7%,1.9%,-0.2%,-0.8%,-0.5%,19%,-12%,-18%
COc1ccc(N(C(=O)CNC(=O)c2cccs2)C(C(=O)NC2CCCC2)c2ccncc2)cc1 (stereo unspecified),-7%,-16%,0.2%,0.0%,3.7%,-0.6%,-6%,-71%,-24%
S=C(NCCOCCOCCNC(=S)Nc1ccccc1)Nc1ccccc1,14%,-4%,-0.4%,0.2%,1.7%,-0.9%,-5%,-5%,-18%

# Assay outcomes as filed in PubChem.
